# GCN5L2 inh: GCN5L2 (KAT2A) acetyltransferase inhibition | 0.21% of 390,000 active | Q92830 | GCN5L2 HAT assay, ThioGlo1 CoA-SH fluorescence | Potency, µM (titrated, usually from 58.9 µM), for the others: top-dose activity change, negative = inhibition, actives largely listed as inhibitors
#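 Preincubate 20nM GCN5L2 with compound 15 min, RT → add 50uM ThioGlo1 + 75uM H3(1-25) + 70uM acetyl-CoA → read fluorescence 0 and 20 min. Primary qHTS; fluorescent artifacts likely.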
# FEN1 inh: blocks human flap endonuclease 1; P39748; Recombinant FEN1 flap cleavage, fluorescence, 15 min; Potency, µM (titrated, usually from 114 µM), for the others: at the highest dose activity change, negative = inhibition, hits mostly inhibitors; 0.35% of 390,000 active; AID 588795; further: nearly all actives have a fitted effect of over 65% in size
# Target sequence (P39748 whole entry, looked up): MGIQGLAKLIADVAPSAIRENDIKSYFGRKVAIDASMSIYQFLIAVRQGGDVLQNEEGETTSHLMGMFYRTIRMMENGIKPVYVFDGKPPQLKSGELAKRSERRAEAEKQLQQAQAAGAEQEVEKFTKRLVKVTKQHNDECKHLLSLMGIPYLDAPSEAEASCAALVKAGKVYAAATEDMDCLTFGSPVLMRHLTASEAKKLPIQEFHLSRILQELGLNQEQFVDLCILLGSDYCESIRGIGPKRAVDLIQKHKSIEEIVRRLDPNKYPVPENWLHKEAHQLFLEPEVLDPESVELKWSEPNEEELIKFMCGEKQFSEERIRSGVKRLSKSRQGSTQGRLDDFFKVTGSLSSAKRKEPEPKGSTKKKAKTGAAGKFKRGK
#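 Recombinant FEN1 (10 nM) was preincubated with pin-transferred compounds for 15 min at room temperature, then flap DNA substrate (50 nM final) was added. Plates were read at 0 and 15 min, and normalized concentration–response data were fitted to a four-parameter Hill equation.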
# N370S GC mod: N370S glucocerebrosidase modulation, Gaucher chaperone candidate | AID 2101 | Potency, µM (series often up to 59.4 µM), inactives show at the highest dose activity change, negative = inhibition, most hits filed as inhibitors | 0.092% of 330,000 active | N370S GC spleen homogenate, 4MU-glucoside fluorescence | P04062;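 further: 0% = full enzyme activity and -100% = no enzyme basal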
# An asterisk follows results filed as active; ? = inconclusive; · = not tested or not shown; & = joins results of further samples; [ ] = remark or other dose. The call rests on the fitted dose curve; in most records, active means well fitted curve in the direction sought with a large enough effect; inconclusive means small, poorly fitted or top-dose-only effect, or another doubt; inactive means no such curve, though single readings can be large; an effect the other way counts as inactive or inconclusive. Unless noted, on the % scale 0 is the no-effect control and ±100 the full control effect; potency means the concentration at half of the fitted maximal effect.
# Fields: GCN5L2 inh	FEN1 inh	N370S GC mod
- COc1cc(COCC(O)CN2C(C)CCCC2C)cc(OC)c1OC (stereo not drawn)
→ -4%	5%	-2%
- CC1=C(C)CC(C(=O)Nc2ccc3c(c2)OCO3)C(C(=O)O)C1 (stereo not drawn)
→ -11%	15%	-3%
- CCN(CC(=O)Nc1ccccc1C(F)(F)F)C(=O)CCc1nc2sc3c(c2c(=O)[nH]1)CCCC3
→ -8%	-10%	1%
- CCN1CCN(C(=O)/C=C/c2ccc(OC)cc2)CC1
→ -6%	2%	-4%
- Cc1ccc(NC(=O)c2ccc(OCc3c(C)noc3C)cc2)nc1
→ 1%	-6%	·
- C1=C(c2ccccc2)CCN(c2ncnc3nc[nH]c23)C1
→ -7%	18%	-3%
- CC(C)(C)n1ncc2c(=O)n(CC(=O)c3ccc(Cl)cc3)cnc21
→ ?	1%	-1%
- CC1Cc2ccccc2N1CC(=O)Nc1ccc2c(c1)OCCCO2 (stereo not drawn)
→ 0%	-25%	·
- CCCCCc1nc2sc3c(c2c(=O)n1N)CCC3
→ 2%	-3%	4%
- O=C(NCCN1CCOCC1)c1ccc(=O)n(Cc2ccc(Cl)cc2)c1
→ 0%	-3%	1%
- Cc1cccc(NC(=O)CSc2ncc3c(n2)-c2cc(Cl)ccc2N(C)S3(=O)=O)c1C
→ 3%	1%	·
- COc1cccc(OCCNc2cc(Cl)ccc2[N+](=O)[O-])c1
→ -2%	-1%	9%
- CC(=O)C(/C=N/c1ncc(C(F)(F)F)cc1Cl)=C(\C)O
→ -5%	18%	1%
- NC(=S)Nc1cccc(-c2n[nH]c(=S)o2)c1
→ -6%	-12%	-3%
- CCc1cccc(C)c1NC(=O)COC(=O)CC1CCCC1
→ 6%	12%	-3%
- CC1CN(Cc2cc(=O)[nH]c(C3CC3)n2)CC(C)O1 (stereo not drawn)
→ 1%	-4%	3%
- CC(C)(C)C(=O)Nc1ccc(C(=O)COC(=O)c2ccccn2)cc1
→ -1%	-2%	·
- O=C(/C=C/c1cc2c(cc1Br)OCO2)NCc1ccc(F)cc1
→ 1%	-1%	-1%
- Cc1ccc(NC(=O)CN2CCC(NC(=O)c3cccc(F)c3)CC2)cc1C
→ -11%	13%	-1%
- CCn1ncc(/C=N\NC(=O)c2cc(-c3ccc(C)cc3C)nc3ccccc23)c1C
→ -9%	-23%	24%
- CC(C)=C1Cc2ccccc2C1=O
→ -12%	1%	0%
- Cc1ccc(C(=O)CC2(O)C(=O)N(Cc3ccccc3)c3ccc(Br)cc32)cc1 (stereo not drawn)
→ -8%	-7%	·
- Cc1nc2c(C)cccn2c1/C(O)=C1\C(=O)C(=O)N(CCN(C)C)C1c1ccco1 (stereo not drawn)
→ -2%	-15%	3%
- COc1cccc(CNC(=O)c2ccc3c(c2)nc2n3CCC(C)C2)c1OC (stereo not drawn)
→ 1%	-4%	·
- CCCCN1CNC(=S)N(c2ccccc2OCC)C1
→ 28%	-4%	0%
- CC1=C(C(=O)Nc2ccc(F)cc2)C(c2cccc(C)c2)n2nc(CCCO)nc2N1 (stereo not drawn)
→ -2%	-1%	-21%
- Cc1c(-c2ccccc2)nc(-c2ccccc2)[nH]c1=O
→ 2%	19%	15%
- COc1ccc(NC(=O)c2ocnc2C)cc1OC
→ 3%	-10%	11%
- O=S(=O)(Cc1ccco1)Cc1nc(-c2ccc(Cl)cc2)cs1
→ -7%	-10%	-7%
- Cc1ccccc1NC(=O)CSc1nc2ccccc2c2nc(CCn3cncc3C)nn12
→ -3%&2%	1%&-3%	-4%
- c1cncc(-c2nnc3n2N=C(c2cccs2)CS3)c1
→ -1%	-12%	-2%
- Cc1[nH]c2ccc(C(=O)N3CCN(c4ccccc4F)CC3)cc2c1C
→ -3%	-12%	·
- COc1ccc(C2=CC(=O)N(Nc3ccccc3)C2=O)cc1
→ -5%	-5%	-7%
- O=C(/C=C/c1ccc(F)cc1)NC(=S)Nc1ccccc1C(=O)NC1CCCCC1
→ -11%	3%	3%
- COC(=O)COc1ccc(NC(=O)C(c2ccccc2)c2ccccc2)cc1
→ -14%	1%	-19%
- Cc1cccc(C)c1N=Cc1c(O)n(-c2nccs2)c(=O)c2ccccc12
→ -7%	-16%	2%
- O=C(c1ccc(CNS(=O)(=O)c2ccccc2)cc1)N1CCN(c2ccccn2)CC1
→ 1%	-10%	-1%
- C/C(=C\c1ccc(N)cc1)c1nc2ccccc2[nH]1
→ -4%	-16%	0%
- COc1ccc2c(c1)C=C(C(=O)NCc1cc(Br)ccc1OC)CO2
→ -10%	-25%	·
- CCN(CC)C(=O)CN(C#N)c1nc(Cl)nc(N(C)C)n1
→ -1%	16%	-14%
- CCCOc1ccc(C2c3c(-c4ccccc4O)n[nH]c3C(=O)N2CCc2ccccc2)cc1OCC (stereo not drawn)
→ -2%	-12%	·
- C[C@@H]1NC(=O)c2cc([N+](=O)[O-])cc(F)c2NCCC[C@@H](C(N)=O)NC(=O)[C@H](CC(N)=O)NC1=O
→ -7%	-2%	-6%
- O=C(COc1ccccc1Cl)NNC(=O)c1ccc(-n2cncn2)c([N+](=O)[O-])c1
→ -1%	-14%	·
- COc1cccc2cc(C(=O)N(Cc3cccs3)CC3CCCO3)c(=O)oc12 (stereo not drawn)
→ -5%	17%	-5%
- CCCC(=O)Nc1cc(C)c(NC(=O)C23CC4CC(CC(C4)C2)C3)cn1
→ 1%	2%	9%
- CN(C)S(=O)(=O)c1cccc(CNCC2COc3ccccc3O2)c1 (stereo not drawn)
→ -6%	1%	1%
- CCOC(=O)c1sc(Nc2ccc(C)cc2C)nc1C
→ -1%	-17%	3%
- CC(C)(C)C(=O)OCOC(=O)[C@@H]1N2C(=O)[C@@H](NC(=O)[C@H](N)c3ccccc3)[C@H]2SC1(C)C
→ -6%[21.4 µM]	·	12%[21.6 µM]
- COc1ccc(CCNC(=O)CSc2nc3scc(-c4ccccc4)c3c(=O)[nH]2)cc1
→ -1%	13%	·
- Cc1ccc(CNC(=O)C2CCCN(C(=O)N(C)C)C2)cc1 (stereo not drawn)
→ -7%	-3%	6%

# 3 compounds out of the list, arranged by heavy-atom count, high to low:
# Fields: GCN5L2 inh	FEN1 inh	N370S GC mod
- O=C(COc1ccccc1Cl)NNC(=O)c1ccc(-n2cncn2)c([N+](=O)[O-])c1
→ -1%	-14%	·
- COc1cccc2cc(C(=O)N(Cc3cccs3)CC3CCCO3)c(=O)oc12 (stereo not drawn)
→ -5%	17%	-5%
- CCCC(=O)Nc1cc(C)c(NC(=O)C23CC4CC(CC(C4)C2)C3)cn1
→ 1%	2%	9%

# The list goes on.
# Fields: GCN5L2 inh	FEN1 inh	N370S GC mod
- CN(C)CCN(C(=O)c1ccc(Br)s1)c1nc2cc3c(cc2s1)OCCO3
→ -4%	-13%	-5%
- COc1ccc(-c2nc(C#N)c(NC(C)C)o2)cc1
→ -3%	0%	4%
- O=C1c2ccccc2C(=O)N1CCCCSc1nc2ccccc2c(=O)n1CCCN1CCOCC1
→ -3%	-2%	-8%
- COc1cc(NS(=O)(=O)c2ccc(NC(=S)NC(=O)c3sc4ccccc4c3Cl)cc2)nc(OC)n1
→ 0%	-5%	0%
- COC(=O)c1ccccc1NC(=O)c1ccc(NC(=O)C2CCCO2)cc1 (stereo not drawn)
→ -2%	-4%	-5%
- CC(=O)Nc1ccc(NC(=O)C2CC(=O)N=C(N)S2)cc1 (stereo not drawn)
→ -2%	-4%	-12%
- COC(=O)c1c(C)[nH]c(C(=O)C(C)OC(=O)C2CC(=O)N(CCc3ccccc3)C2)c1C (stereo not drawn)
→ ?	6%	·
- CC(=O)N1CCc2c(sc3c2c(=O)n(Cc2ccccc2)c(=O)n3Cc2ccc(Cl)cc2)C1
→ -7%	18%	·
- Cn1c(=O)c(-c2ccc(F)cc2)nc2cnc(N3CCOCC3)nc21
→ -3%	·	18%
- CC1c2nc3ccccc3n2C(CC(=O)NC2CC2)C(=O)N1Cc1ccccc1 (stereo not drawn)
→ -4%	1%	23%
- CCN(C[C@H]1N[C@@](CC)(C(=O)OC)[C@H]2C(=O)N(Cc3ccccc3)C(=O)[C@@H]12)C(=O)C1CCCCC1
→ -1%	-13%	·
- O=C1CCCC2=C1C(c1ccccn1)Nc1ccc(C(=O)c3ccccc3)cc1N2 (stereo not drawn)
→ -2%	4%	9%
- COc1cc(Nc2nc(-c3ccccc3)c3cc(C)ccc3n2)cc(OC)c1OC
→ -16%	-8%	1%
- COc1ccc(-c2cc(-c3n[nH]c(=S)n3-c3cccc4ccccc34)[nH]n2)cc1
→ 3%	5%	?
- O=C(Cc1coc(-c2ccc(F)cc2)n1)N1CCOCC1
→ 0%	10%	-2%
- CC1CN(CC(=O)Nc2ccccc2Sc2ccccc2)CC(C)O1 (stereo not drawn)
→ 0%	-1%	-13%
- Cc1onc(C(=O)NC(C)c2ccccc2)c1[N+](=O)[O-] (stereo not drawn)
→ -3%	4%	6%
- O=C(NCC(O)c1ccccc1)c1cccs1 (stereo not drawn)
→ -15%	-5%	5%
- CCN1CC=C2C(C#N)=C(N)C(C#N)(C#N)[C@H](c3cccc(OC)c3OC)[C@H]2C1
→ -2%	-13%	11%
- COc1cccc(-n2c(Cc3cc(=O)[nH]c(=O)[nH]3)nnc2SCC(=O)N2CCCCCC2)c1
→ -2%	1%	24%
- COc1ccccc1NC(=O)CN1C(=O)CSc2ccc(S(=O)(=O)N3CCCC3)cc21
→ -1%	1%	·
- COc1ccc(N2CCN(C(=O)c3c4c(nc5ccccc35)C(=O)N(C3CCCCC3)C4)CC2)cc1
→ 0%	-1%	·
- CCOP(=O)(NC(c1ccccc1)c1nc2ccccc2[nH]c1=O)OCC (stereo not drawn)
→ -1%	13%	?
- CC(C)CN(C(=O)c1cc([N+](=O)[O-])cc([N+](=O)[O-])c1)C1CCS(=O)(=O)C1 (stereo not drawn)
→ -3%	2%	-6%
- CCCCN(CCCC)CC1OCc2ccccc2CO1
→ 68%[activator]	5%	3%
- O=C(O)CCC(=O)Nc1ccccc1C(=O)N1CCN(c2ccc(Cl)cc2)CC1
→ -1%	15%	2%
- O=C(/C=C/c1cccs1)c1cc(Cl)ccc1OC(=O)N1CCOCC1
→ -6%	1%	10%
- CN(C)CCNC(=O)c1ccc(-n2c(-c3ccccc3)cc3c2CCCCC3)cc1
→ -15%	-1%	·
- CCOc1ccc(NC(=O)Cn2nnc(C(=O)NCc3ccc(OC)cc3)c2N)cc1
→ -3%	15%	-4%
- CN1C(=O)CC(N2CCN(CC(=O)N3CCCC3)CC2)C1=O (stereo not drawn)
→ -2%	1%	-8%
- C=CCNCCCOc1ccc(Cl)cc1Br
→ -7%	7%	-19%
- O=C(CN1CC(c2ccccc2)CC1=O)OCc1ccccc1F (stereo not drawn)
→ 2%	13%	7%
- Cn1c(SCC(=O)N2CCCC2)nc2ccccc21
→ -6%	3%	20%
- COc1ccc(CCNC(=O)COc2ccc3c(c2)OCO3)cc1
→ 1%	-8%	·
- COc1cccc(CNc2ncn[nH]2)c1OCc1ccc(F)cc1
→ 4%	0%	3%
- CC1(C)CC(=O)c2c(nn(-c3ccccc3)c2-c2ccncc2)C1
→ -2%	7%	8%
- C=CCN(c1ccccc1Cl)S(=O)(=O)c1cccc(C(=O)OCC(=O)N(C)C2CCS(=O)(=O)C2)c1 (stereo not drawn)
→ -3%	-4%	-3%
- COC(=O)c1cn(CC(=O)NCc2ccco2)c2ccccc12
→ 2%	4%	3%
- c1ccc(COC2CCCN(Cc3nc(Cc4ccccc4)no3)C2)cc1 (stereo not drawn)
→ -3%	14%	-1%
- O=S1(=O)CCC(N=Cc2ccc(-c3ccc(Cl)cc3)o2)C1 (stereo not drawn)
→ -5%	10%	12%
- CCOC(=O)[C@@H]1[C@H]2COc3cc(OC)ccc3[C@H]2N2C(=O)N(c3ccc(F)cc3)C(=O)[C@@]12C
→ -1%	?	-22%
- COc1cc(CNCCCN2CCOCC2)cc(Cl)c1OCC(=O)NC(C)(C)C
→ 24%	12%	-11%
- CC(=O)Nc1ccc(NC(=O)c2nc(S(=O)(=O)Cc3cccc(C)c3)ncc2Cl)cc1
→ 3%	-17%	-14%
- O=C(O)c1ccc2oc(=O)n(Cc3ccccc3)c2c1
→ 1%	-3%	·
- Cc1cc(C)n(C(=O)c2cc3ccccc3c(=O)o2)n1
→ -13%	-3%	5%
- CC(=O)c1ccc(NC(=O)COC(=O)/C=C/c2cccs2)cc1
→ -2%	-1%	·
- COc1c2c(cc3oc(C)cc(=O)c13)OC(C(C)(C)OC1OC(CO)C(O)C(O)C1O)C2 (stereo not drawn)
→ -3%	-14%	-14%
- O=[N+]([O-])c1ccccc1S(=O)(=O)N1CCN(CC2CC=CCC2)CC1 (stereo not drawn)
→ -8%	-21%	-1%
- COc1cccc(Nc2nnc(SCC(=O)N3CC(=O)Nc4ccccc43)s2)c1
→ -18%	-3%	-16%
- COc1cccc(Cn2c(OCC3CCCO3)nc3c2c(=O)n(C)c(=O)n3C)c1 (stereo not drawn)
→ 1%	-14%	9%
- CCOc1ccc(CCNC(=O)c2nnn(CC(=O)Nc3ccc(C)cc3)c2N)cc1OCC
→ -4%	-7%	-4%
- Cc1ccc(NC(=O)CCC(=O)N/N=C/C=C/c2ccccc2)cc1
→ 2%	-5%	-2%
- COc1ccc(C(=O)NCc2cccnc2)cc1S(=O)(=O)N1CCCc2ccccc21
→ -8%	-1%	19%

# Screening data: PubChem BioAssay, National Center for Advancing Translational Sciences (NCATS)
